CRE-bla Fsk = alters forskolin-stimulated CRE reporter signaling in CHO cells; CHO CRE-bla reporter (cAMP response element driving beta-lactamase), forskolin EC10, beta-lactamase ratio; Potency, µM (series often up to 38.2 µM), for the others: at the top dose activity change, negative = inhibition, most hits filed as activators; actives 2.5% (n = 71,000); active = well fitted activation curve with a large enough effect in the signal ratio, with a control signal flat, not every such curve was filed as active; inconclusive = small, poorly fitted or top-dose-only effect, or effect the other way, or a change in a side signal; the % refers to the signal ratio; also: potency is read from the fitted curve at half-maximal effect; % of control where 0% means no effect
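Titrated compounds plus EC10 NKH 477 on CHO CRE-bla cells, 3 h, 37 °C. CCF4, 2 h RT. Ratio 460/530 nm → AC50.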
UbGFP stabilizer = ubiquitin-GFP accumulation via proteasome inhibition. Ubiquitin-GFP reporter cells, proteasome inhibition, GFP fluorescence; response scale: untreated = 0%, 10 µM MG-132 = 100%. Potency, µM (series often up to 45.9 µM), without a hit: at the top dose activation (GFP accumulation), most hits filed as activators. 67,000 tested, under 10 active. AID 526; active = well fitted activation curve with a large enough effect, not every such curve was filed as active; inconclusive = small, poorly fitted or top-dose-only effect, or another doubt; inactive = no such curve, though single readings can be large or run the other way; also: potency is read from the fitted curve at half-maximal effect
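U2OS cells stably expressing ubiquitin(G76V)-GFP, seeded overnight in 0.5% FBS medium, were exposed to compounds (qHTS, 46 uM to 2.9 nM) for 4 hr at 37 °C. GFP-positive cells were counted by laser cytometry (488 ex/515 em), normalized between basal and 10 uM MG-132.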
HBB splice mod = alters splicing of the hemoglobin beta chain | HBB splicing reporter cell assay, activation; EGFP reporter with mutant IVS2-654 intron; response scale: normalised to 500 nM splice-correcting PNA | Potency, µM (titrated, usually from 46.1 µM), for the others: at the highest dose activation, usual class: activators | actives 0.06% (n = 65,000) | AID 925; also: potency is read from the fitted curve at half-maximal effect; 0% is about no effect
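Compounds were applied for 2 days to HeLa EGFP-654 cells, 500/well in Optimem with 2% FCS. The reporter's EGFP is disrupted by mis-splicing of beta-globin intron IVS2-654. Readout: summed well GFP fluorescence from 488 nm laser scanning; reference was 500 nM antisense […] 654 PNA.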
Luciferase inh = firefly luciferase inhibition; purified firefly luciferase, luminescence, 8 min; Potency, µM (top dose mostly 57.1 µM), for the others: top-dose activity change, negative = inhibition, actives largely listed as inhibitors; P08659; actives 2.2% (n = 72,000); also: potency is read from the fitted curve at half-maximal effect; % is scaled to controls: 0 for no effect and ±100 for the full control effect; nearly all actives have a fitted effect of over 40% in size
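Here, luciferase activity is measured as luminescence following an 8 min room-temperature reaction at 10 uM ATP, pH 7.2. Every library sample is titrated.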
GFP derepression = epigenetic modulators derepressing GFP locus in mouse cells. mouse C127i GFP locus derepression, cytometry, 30 h. Potency, µM (highest dose often 46.1 µM), without a hit: top-dose GFP derepression (activation). actives 0.09% (n = 68,000); also: % of control where 0% means no effect
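Read-out is the number of GFP-positive cells, scored as fluorescent objects 20 to 120 um wide, reflecting derepression of a silenced CMV-GFP reporter in murine C127i cells after 30 h compound exposure at 37 C.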
ERK AVP inh = inhibitors of vasopressin-stimulated ERK signaling pathway; actives 0.99% (n = 72,000); Potency, µM (highest dose often 57.5 µM), for inactives: at the highest dose activity, negative = inhibition, usual class: inhibitors; HEK293-V1b, vasopressin-stimulated pERK AlphaScreen; AID 995; also: potency is read from the fitted curve at half-maximal effect; % is scaled to controls: 0 for no effect and ±100 for the full control effect; nearly all actives have a fitted effect of over 55% in size
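Phosphorylated ERK1/2 detected via AlphaScreen bead proximity in lysates of V1b-expressing HEK293 cells given 25 nM vasopressin for 5 min after 30 min compound exposure (37 °C). AC50 from Hill equation; basal DMSO 0%, vasopressin 100%.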
Tau fil binding = binders of human tau filaments; P10636; recombinant tau filaments, thioflavin S fluorescence, 15 h; filaments grown with octadecylsulfate alongside compound; Potency, µM (series often up to 57.1 µM), without a hit: at the highest dose activity change, negative = inhibition; actives 2% (n = 71,000); AID 596;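 also: potency is read from the fitted curve at half-maximal effect; % is scaled to controls: 0 for no effect and ±100 for the full control effect; actives lower thioflavin S fluorescence by blocking filaments or displacing dye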
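Thioflavine S fluorescence (ex 450, em 510 nm) reports filaments formed from 1 uM human tau plus 30 uM ODS over 15 h at 37 C (10 mM HEPES pH 7.4, 100 mM NaCl, 5 mM DTT); compounds displacing dye or blocking filaments lower signal.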
HADH2 inhib = HADH2 (human) dehydrogenase inhibition. recombinant HADH2, NADH fluorescence, beta-hydroxybutyryl-CoA. Q99714. actives 3.4% (n = 73,000). Potency, µM (doses to about 57.1 µM), for inactives: at the highest dose activity change, negative = inhibition, usual class: inhibitors; also: potency is read from the fitted curve at half-maximal effect; % is scaled to controls: 0 for no effect and ±100 for the full control effect; nearly all actives have a fitted effect of over 60% in size; many of its hits are not listed in these tables
Target sequence (Q99714 whole entry, looked up, one chain of several): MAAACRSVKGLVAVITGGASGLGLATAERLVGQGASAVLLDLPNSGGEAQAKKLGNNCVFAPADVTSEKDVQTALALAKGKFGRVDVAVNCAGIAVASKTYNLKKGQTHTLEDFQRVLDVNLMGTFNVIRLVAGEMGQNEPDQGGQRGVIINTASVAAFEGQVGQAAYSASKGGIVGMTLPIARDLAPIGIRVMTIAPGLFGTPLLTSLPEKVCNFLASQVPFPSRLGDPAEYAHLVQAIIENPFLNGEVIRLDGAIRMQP
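NADH fluorescence (ex 360/em 450 nm) read every 30 s for 4 min; activity taken as last-minus-first time point difference. Enzyme 20 nM, NAD+ 1 mM, beta-hydroxybutyryl-CoA 90 uM, pH 9.0 Tris buffer.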
DNA Pol III inh = blocks replication by bacterial DNA polymerase III holoenzyme; reconstituted DNA polymerase III holoenzyme replication, biochemical; Potency, µM (titrated, usually from 57.1 µM), without a hit: at the highest dose activity change, negative = inhibition; actives 0.25% (n = 71,000); also: potency is read from the fitted curve at half-maximal effect; % is scaled to controls: 0 for no effect and ±100 for the full control effect
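Reconstituted *E. coli* holoenzyme (0.35 nM Pol III, 1 nM beta, 154 nM SSB, 2 nM primase) was preincubated with compound for 15 min at RT. Synthesis on 1.4 nM ssM13Gori ran 35 min, then was stopped with PicoGreen/EDTA and read as dsDNA fluorescence.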
Hsp90 Hop PPI = changes Hsp90-Hop TPR2A binding signal, up or down; actives 0.44% (n = 71,000); Potency, µM (doses to about 57 µM), for inactives: top-dose activity change, negative = inhibition; AID 595; AlphaScreen TPR2A-His6 binding biotin-Hsp90 C-terminal peptide; active = well fitted curve in either direction with a large enough effect; inconclusive = small, poorly fitted or top-dose-only effect, or another doubt; also: potency is read from the fitted curve at half-maximal effect; % is scaled to controls: 0 for no effect and ±100 for the full control effect; many of its hits are not listed in these tables
15-hLO inh = inhibitors of human 15-lipoxygenase (ALOX15); Potency, µM (series often up to 57.1 µM), without a hit: at the top dose activity change, negative = inhibition, hits mostly inhibitors; AID 887; actives 1.4% (n = 74,000); purified 15hLO-1, xylenol orange hydroperoxide absorbance; also: potency is read from the fitted curve at half-maximal effect; % is scaled to controls: 0 for no effect and ±100 for the full control effect; nearly all actives have a fitted effect of over 55% in size
Target sequence (P16050 whole entry, looked up): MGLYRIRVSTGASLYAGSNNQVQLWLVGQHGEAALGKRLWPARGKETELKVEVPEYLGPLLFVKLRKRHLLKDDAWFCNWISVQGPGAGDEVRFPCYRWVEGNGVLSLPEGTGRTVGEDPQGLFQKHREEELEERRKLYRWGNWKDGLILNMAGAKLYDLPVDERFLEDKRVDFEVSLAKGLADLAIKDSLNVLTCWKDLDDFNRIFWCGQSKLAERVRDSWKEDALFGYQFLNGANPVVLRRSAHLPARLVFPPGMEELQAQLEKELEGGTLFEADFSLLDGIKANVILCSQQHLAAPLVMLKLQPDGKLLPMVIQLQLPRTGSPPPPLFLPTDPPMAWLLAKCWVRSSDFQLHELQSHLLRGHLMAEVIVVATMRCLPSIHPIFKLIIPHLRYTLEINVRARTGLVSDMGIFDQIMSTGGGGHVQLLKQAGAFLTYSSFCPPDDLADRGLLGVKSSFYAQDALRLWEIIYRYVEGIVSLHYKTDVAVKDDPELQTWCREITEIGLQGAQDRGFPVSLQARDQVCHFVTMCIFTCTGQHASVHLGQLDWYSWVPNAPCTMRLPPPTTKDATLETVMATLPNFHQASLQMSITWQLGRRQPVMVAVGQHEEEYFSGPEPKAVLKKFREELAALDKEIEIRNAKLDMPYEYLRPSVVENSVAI
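Compounds were preincubated 15 min at room temperature with 40 nM purified human enzyme (25 mM Hepes pH 7.5, 0.01% Triton X-100); 50 uM arachidonic acid reacted 6 min. Fe-xylenol orange detection, 30 min, absorbance ratio 573/405 nm.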
* marks the source's active call; other numbers are inactive results; ? = inconclusive; . = not tested or not shown; [ ] = remark or other dose. Unless noted, calls follow the shape of the dose curve; as a rule, active = well fitted curve in the direction sought with a large enough effect; inconclusive = small, poorly fitted or top-dose-only effect, or another doubt; inactive = no such curve, though single readings can be large; an effect the other way counts as inactive or inconclusive. Not all compounds are listed; rates above refer to the full screens.

molecule,CRE-bla Fsk,UbGFP stabilizer,HBB splice mod,Luciferase inh,GFP derepression,ERK AVP inh,Tau fil binding,HADH2 inhib,DNA Pol III inh,Hsp90 Hop PPI,15-hLO inh
COC(=O)C1=C(C)N(C2CCCC2)C(=O)C1(NC(C)=O)C(F)(F)F (centres undefined),?,-1%,-1.4%,-5%,6%,-25%,146%,?,-4%,-11%,3%
O=C1CCCC2=C1C(c1ccccc1O)C1=C(CCCC1=O)O2,-14%,2%,.,3%,1%,-5%,-6%,0%,-4%,1%,1%
Cc1ccc(S(=O)(=O)NC(=O)NCc2ccccn2)cc1,1%,0%,.,-3%,-1%,6%,0%,-4%,-5%,-8%,13%
CCN(CC)CCn1c2ccccc2c2nc(C)sc21,?,2%,-0.7%,1%,4%,-10%,-12%,-1%,-2%,-5%,-2%
Cc1cc(=O)[nH]c(SCC(=O)Nc2cccc(C(F)(F)F)c2)n1,15%,2%,0.6%,2%,-3%,-25%,-10%,7%,-7%,0%,6%
O=c1cc(N2CCC3(CC2)OCCO3)[nH]c(=O)n1-c1ccc(Br)cc1,-18%,-15%,1.3%,-4%,0%,15%,-4%,-21%,-2%,-1%,0%
CN(C)c1ccc(C(=N)c2ccc(N(C)C)cc2)cc1,-10%,.,?,.,.,?,75%,-22%,-6%,-5%,?
COC(=O)c1ccccc1NC(=O)Cn1cc(Br)cn1,12%,-10%,-2.2%,3%,4%,15%,2%,1%,-3%,-1%,11%
Cc1c(NC(C)C)c(=O)n(-c2ccccc2)n1C,-4%[17.1 µM],-5%[20.5 µM],1.2%[20.6 µM],-8%[25.5 µM],6%[20.6 µM],21%,-6%[25.6 µM],-2%[25.6 µM],-7%[25.6 µM],-4%[26 µM],-19%
CCCC1(c2ccccc2)NC(=O)N(CC(=O)c2[nH]c(C)c(C(=O)OCC)c2C)C1=O (centres undefined),10µM*,-3%,-0.1%[57.5 µM],-1%,1%,5%,13%,-1%,-2%,-6%,-11%

(list continues)
molecule,CRE-bla Fsk,UbGFP stabilizer,HBB splice mod,Luciferase inh,GFP derepression,ERK AVP inh,Tau fil binding,HADH2 inhib,DNA Pol III inh,Hsp90 Hop PPI,15-hLO inh
O=C(O)c1c[nH]c2ccc(S(=O)(=O)N3CCN(c4ccc(F)cc4)CC3)cc2c1=O,-27%,-2%,-2.1%[0.369 µM],-2%,4%,-7%,-5%,-23%,2%,?,-7%
O=c1[nH]c2ccc(Br)cc2c(-c2ccccc2)c1N1CCOCC1,17%,1%,-0.7%,1%,.,.,182%,5%,6%,2%,-3%
Cc1ccc(N2C(=O)c3oc4ccccc4c(=O)c3C2c2cccc(O)c2)nc1 (centres undefined),?,9%,-0.7%,0%,0%,?,25µM*,-11%,0%,-10%,?
c1cncc(-c2nnc(SCc3nc4ccccc4[nH]3)o2)c1,?,8%,-1.2%,1%,0%,-29%,-14%,-14%,-8%,-7%,5%
CC(C)NC[C@H](O)c1ccc(NS(C)(=O)=O)cc1,-17%,0%,2.3%[20.6 µM],-1%,-1%,1%,?,-3%,-5%,1%,-24%[25.6 µM]
COc1ccc(C(=O)NCc2cccnc2)cc1S(=O)(=O)N1CCOCC1,3%,-2%,0.1%,1%,2%,11%,7%,0%,-3%,-2%,0%
CCCCOc1ccc(-c2nc(-c3cccnc3)no2)cc1,?,-2%[9.17 µM],-5.4%[0.0738 µM],?,-4%,12%,114%[11.4 µM],-3%[11.4 µM],-2%[11.4 µM],23%[11 µM],17%[11.4 µM]
COC(=O)COc1ccc(C(=O)OC)cc1,?,3%,0.6%,-2%,2%,3%,1%,11%,0%,-2%,6%
Cc1c(C(=O)NC(C)C)oc2c1-c1[nH]ncc1CC2,12%,11%,1.4%,-6%,6%,10%,10%,-26%,1%,1%,-4%
COCCCNC(=O)CCCn1c(=O)c2ccccc2n(CC(=O)Nc2c(C)cc(C)cc2C)c1=O,1%,-2%,-0.6%,2%,0%,-7%,7%,13%,-8%,-5%,6%

6 entries from above, sorted by SMILES length, ascending.
molecule,CRE-bla Fsk,UbGFP stabilizer,HBB splice mod,Luciferase inh,GFP derepression,ERK AVP inh,Tau fil binding,HADH2 inhib,DNA Pol III inh,Hsp90 Hop PPI,15-hLO inh
CCCCOc1ccc(-c2nc(-c3cccnc3)no2)cc1,?,-2%[9.17 µM],-5.4%[0.0738 µM],?,-4%,12%,114%[11.4 µM],-3%[11.4 µM],-2%[11.4 µM],23%[11 µM],17%[11.4 µM]
CC(C)NC[C@H](O)c1ccc(NS(C)(=O)=O)cc1,-17%,0%,2.3%[20.6 µM],-1%,-1%,1%,?,-3%,-5%,1%,-24%[25.6 µM]
O=c1[nH]c2ccc(Br)cc2c(-c2ccccc2)c1N1CCOCC1,17%,1%,-0.7%,1%,.,.,182%,5%,6%,2%,-3%
COc1ccc(C(=O)NCc2cccnc2)cc1S(=O)(=O)N1CCOCC1,3%,-2%,0.1%,1%,2%,11%,7%,0%,-3%,-2%,0%
Cc1ccc(N2C(=O)c3oc4ccccc4c(=O)c3C2c2cccc(O)c2)nc1 (centres undefined),?,9%,-0.7%,0%,0%,?,25µM*,-11%,0%,-10%,?
COCCCNC(=O)CCCn1c(=O)c2ccccc2n(CC(=O)Nc2c(C)cc(C)cc2C)c1=O,1%,-2%,-0.6%,2%,0%,-7%,7%,13%,-8%,-5%,6%

(cont.)
molecule,CRE-bla Fsk,UbGFP stabilizer,HBB splice mod,Luciferase inh,GFP derepression,ERK AVP inh,Tau fil binding,HADH2 inhib,DNA Pol III inh,Hsp90 Hop PPI,15-hLO inh
O=C(Nc1nc2n(n1)C(c1ccccc1)CC(c1ccc(Cl)cc1)N2)c1ccco1 (centres undefined),-13%,-3%,2.3%[57.5 µM],0%,18%,-21%,33%,5%,1%,-8%,36%[activator]
CCOC(=O)c1[nH]c2ccc(OCC)cc2c1NC(=O)CN1CCC2(CC1)OCCO2,?,-1%,-1.9%[57.5 µM],1%,-5%,-2%,-9%,?,0%,-4%,2%
Cc1cc(Cl)ccc1NC(=O)CSc1nnc(-c2ccncc2)n1Cc1ccco1,-13%,-5%,0.2%[57.5 µM],0%,0%,-7%,-6%,14%,1%,-5%,7%
COc1ccc(OCC(O)COc2ccc(C(=O)O)cc2)cc1 (centres undefined),-2%,9%,0.4%,-15%,4%,10%,10%,4%,1%,-4%,4%
O=C(COC(=O)c1ccccn1)Nc1nccs1,-6%,-3%,-0.4%[57.5 µM],-10%,-3%,-5%,10%,8%,-3%,-2%,5%
O=c1cc(O)c2c(=O)[nH]c(=O)n(-c3ccccc3)c2[nH]1,17%,-11%,-2.0%,2%,4%,-1%,-6%,0%,-6%,1%,7%
CC(=O)Oc1ccccc1N1C(=O)c2ccc(C(=O)O)cc2C1=O,?,8%[9.17 µM],0.1%[0.0738 µM],-4%,-2%,-6%,6%[11.4 µM],?,-6%[11.4 µM],-10%[11 µM],-8%[11.4 µM]
COc1ccc(C(=O)N2CCC3(CCCN(C(=O)NC(C)C)C3)CC2)cc1,-6%,-10%,2.1%,0%[11.4 µM],7%[9.22 µM],3%,-2%,-10%,-4%,0%,-17%
COC(=O)C1=CN(C(C)C)C=C(C(=O)OC)C1c1cc2c(cc1Br)OCO2,27%,2%,-2.3%,-3%,6%,?,349%,16%,-8%,-14%,?
COc1ccc(CCNc2oc(COc3ccc(F)cc3)nc2C#N)cc1,22%,6%,0.9%,2%,-3%,-23%,-11%,-11%,-3%,-30%,-19%
O=C(CSc1nnnn1-c1ccccc1)N1CCN(C(=O)c2ccco2)CC1,-11%,-3%,-0.8%,-2%,0%,3%,-4%,3%,2%,0%,-2%
Cc1ccc(-c2[nH]c(=O)n3ccncc23)s1,1%,-2%,0.0%[57.5 µM],-1%,2%,-6%,-12%,-15%,1%,-7%,?
